Source: PubChem
aDG glyco act = alpha-DG glycosylation activation; Pro5-aDG cells, alpha-DG glycosylation AlphaScreen (IIH6); 0% Pro5, 100% B10-LARGE cell signal; activation, % at 10 µM; 360,000 tested, 0.22% active; AID 624168;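 active = activation of at least 8% versus controls, or a plate z-score of at least 8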;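 note: Pro5 are CHO cells carrying HIG-tagged alpha-DG that lacks glycosylation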
Granule exo inh = lytic granule exocytosis inhibition; 360,000 tested, 0.66% active; inhibition, % at 10 µM; AID 651702; TALL-104 LAMP-1 surface exposure, flow cytometry; cells stimulated with thapsigargin and PMA;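 active = inhibition above about 55%, limit read from the data; inconclusive = no clear call, values can overlap the other calls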
NR2E3 ag-1 = agonists of human nuclear receptor NR2E3; GST-NR2E3/biotin-RetCOR TR-FRET, 1536-well; inhibition of corepressor binding, % at 4.78 µM; 320,000 tested, 0.12% active; AID 2300;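 active = percent inhibition above the cutoff of mean plus 3 SD of all tested compounds, set per screening campaign, cut at about 20% in these data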;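 note: 0% = DMSO wells and 100% = biotin wells as full block of FRET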
Target sequence (Q9Y5X4 whole entry, looked up): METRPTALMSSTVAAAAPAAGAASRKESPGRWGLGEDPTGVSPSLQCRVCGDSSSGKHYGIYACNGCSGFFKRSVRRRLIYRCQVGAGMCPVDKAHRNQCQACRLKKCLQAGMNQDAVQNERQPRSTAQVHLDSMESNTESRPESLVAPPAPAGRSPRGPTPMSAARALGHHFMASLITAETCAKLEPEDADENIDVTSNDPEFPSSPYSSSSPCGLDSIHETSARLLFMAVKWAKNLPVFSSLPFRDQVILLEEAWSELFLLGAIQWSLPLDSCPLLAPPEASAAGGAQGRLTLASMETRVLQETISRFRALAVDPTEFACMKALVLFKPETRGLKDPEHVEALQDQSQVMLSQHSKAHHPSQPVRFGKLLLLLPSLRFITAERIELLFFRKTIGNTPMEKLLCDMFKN
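System: GST-tagged NR2E3 plus biotinylated RetCOR corepressor; Buffer or medium: pH 7.5 Tris-based buffer; Probe or stimulus: RetCOR corepressor, biotinylated, 7 nM; Doses: compound at 4.8 µM, single dose; Schedule: 5 h incubation at 4 °C; Technique: time-resolved FRET; Evaluation: percent inhibition of TR-FRET ratio; Replication: one well per compound, singlicate testing.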
NR2E3 ag-2 = activates human NR2E3 receptor; Q9Y5X4; CHO-S Gal4-NCOR/VP16-NR2E3 two-hybrid, luciferase; inhibition of corepressor binding, % at 3.98 µM; 360,000 tested, 0.35% active; AID 602229;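 active = inhibition above the mean of all tested compounds plus 3 SD, cut at about 70% in these data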;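 note: 0% = DMSO with NR2E3 transfected cells and 100% = cells lacking NR2E3 construct; higher means lower luciferase signal from less NR2E3 corepressor binding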
Vif inh = inhibitors of HIV Vif. HEK293T cells, Vif self-association by quenched fluorescence, imaging, 24 h. inhibition, % at 7.49 µM. 340,000 tested, 0.35% active. AID 602346; in the data active = inhibition above about 50%, passing the limit was not always enough; inconclusive = no clear call, values can overlap the other calls; inactive = below about 31%; note: some results filed as inactive read as strong as hits
Peg3 promoter = reduces Peg3 promoter-driven luciferase expression in HeLa; HeLa PEG-Prom luciferase reporter, luminescence, overnight; inhibition, % at 20 µM; 360,000 tested, 1.7% active; AID 588405;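 active = inhibition of at least 50% at 20 µM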
HIF-2a inh = HIF-2a inhibition; 786-0 RCC cells HIF-2a reporter, luciferase luminescence, overnight; inhibition, % at 18.8 µM; 360,000 tested, 0.72% active;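 active = inhibition of the luminescence signal of 40% or more relative to plate controls, in a single-dose primary screen at 18.75 µM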
PDI inh = inhibitors of human protein disulfide isomerase. P07237. PDI insulin aggregation turbidity, A650, 90 min. inhibition, % at 10 µM. 350,000 tested, 0.052% active. AID 588391;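 active = mean inhibition across replicates of 30% or more, whatever share of single replicates reach that level; inconclusive = mean inhibition below 30% while every single replicate reaches 30%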;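 note: absorbance from insulin aggregation driven by PDI reduction with DTT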
Target sequence (P07237 whole entry, looked up): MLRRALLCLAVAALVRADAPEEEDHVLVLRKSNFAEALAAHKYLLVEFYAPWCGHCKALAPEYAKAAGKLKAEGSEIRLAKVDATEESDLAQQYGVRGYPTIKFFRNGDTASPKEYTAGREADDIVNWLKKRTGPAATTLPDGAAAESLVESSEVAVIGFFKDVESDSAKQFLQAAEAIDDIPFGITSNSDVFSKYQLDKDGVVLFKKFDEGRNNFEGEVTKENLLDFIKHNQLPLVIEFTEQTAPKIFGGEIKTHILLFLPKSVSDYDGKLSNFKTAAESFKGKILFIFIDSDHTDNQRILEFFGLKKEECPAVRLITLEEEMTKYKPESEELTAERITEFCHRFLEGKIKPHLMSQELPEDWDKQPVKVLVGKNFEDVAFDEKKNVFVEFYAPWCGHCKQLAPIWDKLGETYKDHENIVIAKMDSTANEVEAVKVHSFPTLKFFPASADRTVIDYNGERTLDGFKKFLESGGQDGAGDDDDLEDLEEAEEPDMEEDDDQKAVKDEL
MITF TRPM1 inh = MITF TRPM1 promoter inhibition in SK-MEL-5 cells; SK-MEL-5 TRPM1 promoter luciferase, 24 h; inhibition, % at 12.5 µM; 330,000 tested, 0.83% active; AID 488899;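 active = mean inhibition across replicates of 60% or more, whatever share of single replicates reaches that level; inconclusive = some that reach 60%, reason not given; inactive = mean inhibition across replicates below 60%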; note: values of inactives mirror those of a sister screen read the other way
hiPSC survival = hiPSC single-cell survival enhancement | ATPlite luminescence; 100% = ROCK inhibitor wells, 0% = DMSO | survival enhancement, % at 20 µM | 360,000 tested, 0.044% active | AID 602274; in the data active = survival enhancement above about 18%;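 note: cells exposed to compounds for 16 hours before the ATP read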
CaV13 FRET inh = Primary screen for inhibitors of IQ motif and Ca2+-dependent inactivation inhibitor domain binding in CACNA1D, Förster resonance energy transfer in living cells, … | inhibition, % at 12.3 µM | HEK cells, CFP/YFP FRET ICDI-IQ, plate reader, 10 min; percent FRET-ratio fall versus neutral wells | 340,000 tested, 0.098% active;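 active = mean replicate inhibition of at least 30% and at least 1% of replicates passing that level; inconclusive = only one of the two criteria is met; inactive = neither criterion is met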;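 note: 0% = median of the neutral control wells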
* marks the source's active call; other numbers are inactive results; ? = inconclusive; nt = no result given. Compounds as they come. About 3.5% of those tested had a hit in this group.

canonical_smiles	aDG glyco act	Granule exo inh	NR2E3 ag-1	NR2E3 ag-2	Vif inh	Peg3 promoter	HIF-2a inh	PDI inh	MITF TRPM1 inh	hiPSC survival	CaV13 FRET inh
COc1ccc(Cc2nn3c(Cn4nnc5ccccc54)nnc3s2)cc1	0.4	1	2	-34	-7	-6	-20	-2	-10	4.0	-5
Cn1c(N)nc2nc[nH]c2c1=S	-0.1	1	nt	8	2	-5	7	-10	17	2.9	-5
Cc1ccc(C)c(S(=O)(=O)Nc2ccccc2C(=O)Nc2ccc(S(=O)(=O)Nc3ncccn3)cc2)c1	0.0	2	1	17	5	8	17	11	2	1.8	-16
CCC(NC(=O)/C(=C\c1ccc2c(c1)OCO2)NC(C)=O)C(=O)O (stereo unspecified)	-0.1	-4	-3	-22	10	-2	1	-3	7	-2.3	-5
COc1cccc(NC(=O)CCS(=O)(=O)c2cccs2)c1	-0.3	-1	2	-40	17	-131	-154	1	-23	-1.7	0
Cc1ccc(N2CC(C(=O)N3CCC(C(=O)Nc4ccc(Br)cc4)CC3)CC2=O)cc1 (stereo unspecified)	0.1	4	-4	-19	-3	16	12	-5	-6	0.5	-2
COc1cc(C)ccc1S(=O)(=O)N1CCN(C23CC4CC(CC(C4)C2)C3)CC1	0.0	-1	-2	9	8	20	19	1	-2	0.6	-8
Cc1cccc(C(=O)N2CCN(CCNC(=O)C(=O)Nc3ccc(F)cc3)CC2)c1	0.0	-2	4	-14	-8	-17	-51	10	-3	0.0	-3
CCN(CC)C(=O)CC(c1ccc(N(C)C)cc1)c1c(O)cc(OC)cc1OC (stereo unspecified)	-0.1	1	2	-6	-1	13	3	-2	nt	-2.6	-7
CCC(C)N1C(=O)CCC1C(=O)NCCc1ccc(Cl)cc1 (stereo unspecified)	-0.1	-1	1	21	5	3	21	-3	-2	1.3	-4
CCS(=O)(=O)c1ccc2oc(SCC(=O)NCCc3ccc(F)cc3)nc2c1	-0.6	4	1	7	-2	1	9	-2	7	0.2	-2
CCOC(=O)CCCCCC(=O)Nc1ccc2c(c1)C(=O)N([C@H](C)CO)C[C@H](C)[C@@H](CN(C)S(C)(=O)=O)OCCCC[C@@H](C)O2	1.8	0	nt	-7	-2	-6	8	-1	nt	1.1	-3
COc1ccccc1N1CCN(CC(C)N(C(=O)C2CCCCC2)c2ccccn2)CC1 (stereo unspecified)	0.0	7	-3	2	-1	10	8	7	-3	0.2	-19
O=C(Nc1ccccc1)N1CCc2ccccc21	-0.1	-4	-1	-155	nt	-244	-175	8	-54	-2.7	-4
COc1ccc(C2=C(C)CC(C)(C)NC2=O)cc1OC	0.1	-2	1	-6	12	12	14	-1	11	-0.6	-6

Copied from the list.
PDI inh with CCC(C)N1C(=O)CCC1C(=O)NCCc1ccc(Cl)cc1 (stereo unspecified) : -3
CaV13 FRET inh with COc1ccccc1N1CCN(CC(C)N(C(=O)C2CCCCC2)c2ccccn2)CC1 (stereo unspecified) : -19

Remaining list, next part.
canonical_smiles	aDG glyco act	Granule exo inh	NR2E3 ag-1	NR2E3 ag-2	Vif inh	Peg3 promoter	HIF-2a inh	PDI inh	MITF TRPM1 inh	hiPSC survival	CaV13 FRET inh
COc1ccc(NC(=O)COC(=O)CCCc2c[nH]c3ccccc23)cc1	-0.1	38	-2	-3	-22	-5	10	2	4	-0.4	-5
CSCCC1NC(=O)N(CC(=O)Nc2c(Cl)cc(Cl)cc2Cl)C1=O (stereo unspecified)	0.0	-4	-2	-22	1	3	13	1	-6	0.5	-1
Cc1ccccc1N(CC(=O)NCCSC1CCCCC1)S(=O)(=O)c1ccccc1	0.0	1	-2	6	-8	14	31	4	1	11	-5
O=C(Cn1c(NCCO)nc2ccccc21)c1ccc(Cl)cc1Cl	0.1	-4	1	-5	9	26	4	4	6	-0.6	-4
Cc1ccccc1OCc1n[nH]c(=S)n1-c1ccccc1	-0.2	9	0	-13	-7	-12	-4	1	9	-0.4	1
Cc1nnc(SCC(=O)c2cc(C)n(-c3c(C)n(C)n(-c4ccccc4)c3=O)c2C)s1	-0.1	6	-2	9	-3	10	4	5	7	2.6	-4
COc1ccc(OC(C)c2nnc(N)s2)cc1 (stereo unspecified)	-0.1	-1	2	9	-3	7	12	-3	9	-0.7	5
CCC1CCCCN1CC(=O)c1c(C)[nH]c2cc(C)ccc12 (stereo unspecified)	-0.1	-9	nt	-16	0	9	14	13	-9	0.6	-19
N#CC1=C(SCC(=O)c2cc3ccccc3oc2=O)NC(=O)C(C#N)C12CCCC2 (stereo unspecified)	-0.1	8	1	-12	-11	-9	-16	7	7	-1.4	-4
CCNC(=O)c1cc2c(c(-c3cccc(-c4ccccc4F)c3)n1)[C@@H](CCO)N(C(=O)CC1CC1)C2	0.2	-8	nt	0	nt	nt	-3	nt	nt	-0.4	-9
O=C(NC1CCS(=O)(=O)C1)c1c(NC(=O)C2COc3ccccc3O2)sc2c1CCCC2 (stereo unspecified)	0.4	-2	-4	8	3	29	13	-6	-7	-1.7	-2
C=CCOC(=O)CN1C(=O)c2ccccc2C1=O	-0.1	-10	-3	-16	17	7	24	2	1	-0.1	-6
Cc1ccc(-c2ccc(NC(=O)C3C4C=CC(C4)C3C(=O)O)cc2)o1 (stereo unspecified)	-0.2	0	0	-65	1	-245	-211	3	-53	-1.5	-3
O=C(N/N=C/c1ccc([N+](=O)[O-])o1)c1ccc2c(c1)OCO2	10*	6	nt	-50	-3	13	56*	-6	98*	0.2	-9
Cc1nc2c(OCc3ccc(OC(F)F)cc3)cccn2c1N(C)C(=O)CCC1CCCC1	1.6	?	nt	12	-11	65*	0	-1	nt	-1.9	-12
Cn1c(=O)c2cn(-c3ccc4c(c3)OCCO4)cc2n(C)c1=O	0.0	-4	2	-7	-6	-256	-184	8	-29	-0.6	nt
CC1(c2ccc(Cl)cc2)NC(=O)CS1 (stereo unspecified)	-0.3	-1	-3	-10	-2	11	11	3	11	0.3	6
Cc1noc(C)c1NC(=O)Nc1ccc2c(c1)C(=O)N([C@H](C)CO)C[C@H](C)[C@@H](CN(C)C(=O)Nc1ccc3c(c1)OCO3)O2	-0.1	-2	nt	-33	-3	-9	11	-3	-5	-1.9	-9
CCc1cc(=O)oc2c3c(cc(OCC(=O)NCCCC(=O)O)c12)OC(C)(C)CC3	0.1	-2	1	-11	3	10	16	-9	1	0.3	-2
Cc1ccc(CCNC(=O)C2CCC(=O)N2Cc2ccc(F)cc2)cc1 (stereo unspecified)	0.0	20	2	4	-2	-5	13	0	3	-0.2	-4
COc1ccc(Cc2c(-c3ccc(Cl)cc3)nc3cc(C)c(Br)c(C)n23)c(C)c1	-0.4	2	nt	-40	nt	nt	-31	nt	nt	1.0	-5
O=C(CCl)N(Cc1cc(=O)[nH]c2ccccc12)c1ccccc1	1.1	-16	-1	-16	2	85*	47*	5	69*	-0.3	-19
O=S(=O)(Nc1cc(S(=O)(=O)N2CCOCC2)ccc1Cl)c1ccccc1	0.1	-6	nt	-21	4	5	1	-3	3	-2.9	-6
C1CN(CCN2CCOCC2)CCN1	-0.1	-8	3	-20	-6	-3	15	0	-2	1.2	nt
CCCCn1c2ccccc2c2cc(CC(N)=O)ccc21	-0.1	15	2	14	-3	26	22	2	9	-0.7	-5
COc1cc(/C=C2\C(=O)N(CCC#N)N=C2C)ccc1OCC(=O)Nc1ccccc1	0.0	-3	11	-3	8	-142	-79	-3	-6	-1.8	-3
C[C@H](CO)N1C[C@H](C)[C@@H](CN(C)C(=O)Nc2ccccc2)Oc2ccc(NC(=O)CCN3CCOCC3)cc2C1=O	0.0	-4	nt	-40	nt	-11	9	-10	-10	2.4	-3
CCCS(=O)(=O)NC(=O)C1(C)CCN(C(=O)c2ccc(OC)cc2OC)C1 (stereo unspecified)	-0.2	-13	nt	-14	8	2	6	-2	nt	2.9	-5
O=C(NC(=S)Nc1ccccc1F)C1CCCCC1	1.1	1	2	-44	-2	-158	-162	-4	-63	0.4	-2
CS(=O)(=O)NN1C(=O)c2ccccc2NC1c1c[nH]c2ccccc12 (stereo unspecified)	-0.7	26	-1	-39	18	-24	-54	12	16	-1.8	-2
CO/N=C/C1CCN(c2ncc(C(F)(F)F)cc2Cl)C1=O (stereo unspecified)	0.0	-1	2	-12	13	-14	-23	-3	2	-0.1	-6
CCn1c(CC(=O)Nc2ccccc2F)nnc1SCC(=O)N1CCN(c2ccccc2)CC1	-0.3	-1	-3	-1	4	-2	18	-3	-10	6.1	-5
O=C(c1cccc(N2C(=O)C3CC=CCC3C2=O)c1)N1CCN(c2ccccc2)CC1 (stereo unspecified)	0.0	-9	-2	12	24	3	-4	-2	2	-2.3	-6

Structures shown so far that have a Cl atom, in the order listed:
canonical_smiles	aDG glyco act	Granule exo inh	NR2E3 ag-1	NR2E3 ag-2	Vif inh	Peg3 promoter	HIF-2a inh	PDI inh	MITF TRPM1 inh	hiPSC survival	CaV13 FRET inh
CCC(C)N1C(=O)CCC1C(=O)NCCc1ccc(Cl)cc1 (stereo unspecified)	-0.1	-1	1	21	5	3	21	-3	-2	1.3	-4
CSCCC1NC(=O)N(CC(=O)Nc2c(Cl)cc(Cl)cc2Cl)C1=O (stereo unspecified)	0.0	-4	-2	-22	1	3	13	1	-6	0.5	-1
O=C(Cn1c(NCCO)nc2ccccc21)c1ccc(Cl)cc1Cl	0.1	-4	1	-5	9	26	4	4	6	-0.6	-4
CC1(c2ccc(Cl)cc2)NC(=O)CS1 (stereo unspecified)	-0.3	-1	-3	-10	-2	11	11	3	11	0.3	6
COc1ccc(Cc2c(-c3ccc(Cl)cc3)nc3cc(C)c(Br)c(C)n23)c(C)c1	-0.4	2	nt	-40	nt	nt	-31	nt	nt	1.0	-5
O=C(CCl)N(Cc1cc(=O)[nH]c2ccccc12)c1ccccc1	1.1	-16	-1	-16	2	85*	47*	5	69*	-0.3	-19
O=S(=O)(Nc1cc(S(=O)(=O)N2CCOCC2)ccc1Cl)c1ccccc1	0.1	-6	nt	-21	4	5	1	-3	3	-2.9	-6
CO/N=C/C1CCN(c2ncc(C(F)(F)F)cc2Cl)C1=O (stereo unspecified)	0.0	-1	2	-12	13	-14	-23	-3	2	-0.1	-6
